# miR122 inh: miR-122 Renilla sensor signal increase in Huh7, primary screen, miR-122 inhibitor project, cell-based, single point, plate reader; Huh7 miR-122 Renilla luciferase sensor, 48 h; neutral wells = 0, positive control = 100; activation (reporter increase), % at 12.5 µM; 340,000 tested, 0.3% active;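 active means mean replicate activation score at least 90 and every replicate individually at or above 90; inconclusive means only one of the two criteria met; inactive means neither criterion met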;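 further: higher luciferase means less miR-122 activity so hits act as miR-122 inhibitors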
# PGC1a acetyl inh: inhibitors of PGC1a acetylation signal, primary screen, cell-based, U2OS, AlphaScreen, inhibitor mode. AlphaScreen anti-acetyl-lysine; with virally co-expressed GCN5 acetyltransferase. inhibition, % at 15.6 µM. 350,000 tested, 0.17% active. AID 651687, 2012;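 active means every replicate shows inhibition of at least 40%; inconclusive means mean inhibition at least 40% but some replicate below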;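 further: 0% = neutral control wells and 100% = positive control wells; some results beyond the cut were filed as inactive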
# EWS-Fli block: EWS/Fli-driven NR0B1 reporter inhibitors, primary screen, A673 cells, NR0B1 luciferase, luminescence, MLPCN library | inhibition, % at 12.6 µM | 350,000 tested, 0.67% active | viability-normalised | AID 651661, 2012;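 active means mean inhibition of at least 50% after viability correction, with every replicate also passing that limit; inconclusive means mean reaches 50% but only one of two replicates passes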;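 further: firefly luciferase signal divided by Alamar Blue viability fluorescence both relative to DMSO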
# Casp6 inh: human caspase-6 inhibitors, primary screen, biochemical, VEID-R110 fluorescence, single point, set 2. P55212. purified caspase-6, Z-VEID-R110 cleavage fluorescence. inhibition, % at 12.5 µM. 350,000 tested, 0.53% active. AID 686996, 2013;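 active means mean inhibition across replicates at least about 35%, with every replicate also reaching that limit, limit read from the data; inconclusive means only one of the two criteria met; inactive means neither criterion met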;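 further: 0% = median of neutral control wells and 100% = no fluorescence left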
# Target sequence (P55212 24-179 limits assumed): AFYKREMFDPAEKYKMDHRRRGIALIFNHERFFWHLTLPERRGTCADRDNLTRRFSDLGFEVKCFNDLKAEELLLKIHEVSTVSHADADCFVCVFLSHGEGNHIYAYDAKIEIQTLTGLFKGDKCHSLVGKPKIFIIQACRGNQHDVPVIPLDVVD
# Target sequence (P55212 194-293 limits assumed): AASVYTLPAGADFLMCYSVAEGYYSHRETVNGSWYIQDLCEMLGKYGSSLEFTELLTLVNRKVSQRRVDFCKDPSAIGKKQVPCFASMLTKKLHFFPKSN
# LGR2 inh: inhibitors of bursicon-induced LGR2 CRE-luciferase signal, primary screen, cell-based, HEK293, CRE-luciferase reporter, bursicon stimulation | AID 720647, 2013 | 380,000 tested, 0.35% active | inhibition, % at 9.99 µM | bursicon-stimulated, 4 h;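 active means drop in luminescence signal, shown as inhibition above about 50% in the replicate tests, limit read from the data, passing the limit was not always enough; inconclusive means probably only some replicates passing the limit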;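 further: agonist challenge used bursicon conditioned medium at about half maximal strength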
# PAX8 reporter: inhibitors of PAX8-driven TPO luciferase reporter, primary screen, RMG-I cells, single concentration; AID 652154, 2013; 360,000 tested, 1.2% active; SteadyGlo, 24 h; inhibition, % at 12.6 µM;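 active means mean replicate inhibition at least 60% with every replicate also reaching 60%; inconclusive means only one of the two criteria is met; inactive means mean below 60% and not all replicates reaching 60%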;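 further: luciferase light reporting Pax8 driven TPO promoter activity; plate controls were median of neutral control wells for no effect and mitoxantrone controls for full effect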
# Cneo AK release: Cryptococcus neoformans cell lysis inducers, primary screen, AK release luminescence, single concentration | C. neoformans lysis, adenylate kinase release luminescence, 4 h; normalised: neutral wells 0, clomiphene wells 100 | 360,000 tested, 0.2% active | lysis activity, % at 15 µM;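 active means mean lysis activity across replicates of at least 80%, whatever share of replicates individually reach that level; inactive means mean lysis activity below 80%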
#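 Signal: Adenylate kinase release luminescence | Assay system: Log-phase Cryptococcus neoformans yeast cells | Input: Cells at 5 × 10^6 per mL | Buffer or medium: Fresh YPD growth medium | Compound: Single dose | Schedule: Static 4 h at 37 °C with compound, 1 h detection | Controls: Clomiphene | Read-out: Luminescence rise reflecting yeast cell lysis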
# FN deposition inh: inhibitors of fibronectin matrix deposition, primary screen, AH1F cells, Alexa488-fibronectin fluorescence, plate reader; AH1F fibroblasts, overnight; inhibition, % at 12.6 µM; 350,000 tested, 0.086% active;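 active means mean inhibition across replicates of 30% or more, regardless of how many single replicates reach that level; inconclusive means mean under 30% yet at least half of replicates reach 30%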;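 further: positive control wells lacked labelled fibronectin entirely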
#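 Material – AH1F fibroblast monolayer, labelled fibronectin deposition · Reagent – labelled fibronectin 24 nM · Timing – 1 h adhesion, overnight exposure · Measured by – fluorescence at 485 nm excitation, 525 nm emission · Read-out – inhibition of fibronectin deposition signal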
# * hit, by the source's call; ? = inconclusive; / = no result given; [ ] = dose if it differs, or a comment. The order is random; about 2.5% have a hit in one of these screens.
SMILES,miR122 inh,PGC1a acetyl inh,EWS-Fli block,Casp6 inh,LGR2 inh,PAX8 reporter,Cneo AK release,FN deposition inh
COC(=O)C1=C(C)N(C)C(=NCc2cccc(C(F)(F)F)c2)NC1c1ccccc1 (configuration not stated),/,/,-3,2,0,-4,/,4
CCOc1ccccc1CNC(=O)CCNC(=O)Cn1ccc2ccccc2c1=O,6,-3,/,/,/,17,0,10
COC(=O)c1cccc(NC(=O)c2nn(C)c(=O)c3ccccc23)c1,/,-8,/,/,/,-29,-1,-4
CCn1cc(S(=O)(=O)CC(=O)Nc2ccc3c(c2)OCCO3)c2ccccc21,27,5,/,/,/,7,3,9
COc1ccc(S[C@@H](CCN2CC[C@H](C)CCC2=O)c2ccccc2)cc1,4,-13,0,0,24,28,-1,-2
CN(C(=O)c1ccc(F)cc1)c1ccccc1C(=O)NCc1ccccc1,5,-10,-1,1,2,/,0,2
N#CCN=C(c1ccccc1)c1ccccc1,-2,13,-10,-1,5,-16,0,-2
CN1c2ccc(-c3cccc(F)c3)cc2[C@@H]2[C@@H](CCN2C(=O)c2ccncc2)[C@H]1CO,1[16.7 µM],-8,-1,/,2,-5,1,10
N#CC1CN(C(c2ccccc2)c2ccccc2)C1,2,-10,8,-1,11,15,6,3
CCOc1ccccc1N1CC(C(=O)NNC(=O)c2ccc(F)cc2)CC1=O (configuration not stated),-12,-15,-1,3,-11,0,-1,0
O=C(C[C@@H]1CC[C@H](NC(=O)Nc2cc(F)ccc2F)[C@@H](CO)O1)NCc1ccncn1,/,2,4,-1,23,-2,1,-5
CCCCc1cc(=O)oc2cc(OCC(=O)NCCN3CCOCC3)c(Cl)cc12,/,7,7,-1,-6,7,-8,6
O=C(COC(=O)c1ccc(OC(F)F)cc1)NCCNC(=O)COC(=O)c1ccc(OC(F)F)cc1,-6,/,3,-17,11,2,0,8
Cc1cc(C(=O)Nc2cccc3c2O[C@@H](CN(C)Cc2ccncc2)[C@H](C)CN([C@H](C)CO)C3=O)n(C)n1,1[16.7 µM],3,-2,2,-19,-1,0,/
CCC1Oc2ccccc2N(CC(=O)NCCCN2CCCCC2CC)C1=O (configuration not stated),0,-1,-1,/,3,/,1,/

# A second format for some results above:
SMILES | miR122 inh | PGC1a acetyl inh | EWS-Fli block | Casp6 inh | LGR2 inh | PAX8 reporter | Cneo AK release | FN deposition inh
CCOc1ccccc1CNC(=O)CCNC(=O)Cn1ccc2ccccc2c1=O | 6 | -3 | / | / | / | 17 | 0 | 10
COC(=O)c1cccc(NC(=O)c2nn(C)c(=O)c3ccccc23)c1 | / | -8 | / | / | / | -29 | -1 | -4

# Carrying on.
SMILES,miR122 inh,PGC1a acetyl inh,EWS-Fli block,Casp6 inh,LGR2 inh,PAX8 reporter,Cneo AK release,FN deposition inh
Cn1c(SCc2ccc(F)cc2Cl)nc2ccccc2c1=O,5,0,11,-5,-4,-4,-2,-13
Cc1cc(C=NCCO)c(C)n1-c1cc(Cl)ccc1Cl,/,6,-7,2,4,-25,/,/
O=[N+]([O-])c1ccccc1/C=C\C=N\N1CCN(c2ccccc2)CC1,-3,/,-12,1,-49,0,0,2
COc1ccc(C2SCCN2C(=S)Nc2cccc(C(F)(F)F)c2)cc1 (configuration not stated),-6,0,-2,1,/,29,1,7
COc1ccccc1CNC(=O)COC(=O)Cc1c(F)cccc1Cl,/,12,-4,1,-1,66*,/,-1
Cc1cc(C(=O)COC(=O)/C=C/c2cccc(Br)c2)c(C)n1C,-9,16,-4,0,-8,6,0,5
N#C[C@@H]1[C@H](c2ccc(-c3cccnc3)cc2)[C@H](CO)N1C(=O)C1CCOCC1,/,-2,-4,0,-12,0,4,9
Cc1noc(C)c1NC(=O)Nc1ccc2c(c1)C(=O)N([C@H](C)CO)C[C@@H](C)[C@H](CN(C)S(=O)(=O)c1cccs1)OCCCC[C@@H](C)O2,11[16.7 µM],/,2,-1,-3,-15,-1,1
CCn1nc(CCC(=O)O)c2ccccc2c1=O,-4,-2,/,/,/,/,1,10
Cc1ccc(-c2nnn(CC(=O)N(Cc3ccco3)C(C(=O)NC3CCCC3)c3cccs3)n2)o1 (configuration not stated),79,1,/,/,/,35,3,-12
C/C=C(/C)C(=O)Nc1cccc(C2=NOC3(C2)C[C@H](C(N)=O)N(C(=O)COc2ccc(Cl)cc2)C3)c1 (some centres not stated),-5,7,-7,5,9,7,3,9
Cc1cccc(/C=N/NC(=O)NC2CCCCC2)c1,-3,5,-23,-1,-12,50,-2,6
Cc1cnc([N+](=O)[O-])n1CCOC(=O)NC(=O)c1ccc(C(F)(F)F)cc1,0,10,-11,-2,2,14,7,3
CCCCN(C(=O)CSc1nn(-c2ccc(F)cc2)c(=S)s1)c1c(N)n(CCCC)c(=O)[nH]c1=O,/,/,9,-3,0,7,/,-3
CCOC(=O)N1CCN(C(=O)C(=O)NNC(=O)COc2ccc(Cl)c(C)c2)CC1,-6,/,/,/,-19,31,2,-4
C[C@H](CO)N1C[C@H](C)[C@@H](CN(C)S(=O)(=O)c2cn(C)cn2)Oc2cc(C3=CCCCC3)ccc2S1(=O)=O,15[16.7 µM],-2,6,0,-5,9,-4,/
Cc1cccc(S(=O)(=O)N2CCCCN3[C@H](C2)[C@@H](c2ccc(C#C[C@H](C)O)cc2)[C@@H]3CO)c1,-27[16.7 µM],17,14,2,3,35,0,/
Cc1ccccc1OCc1ccc(C(=O)N2CCOCC2)o1,2,/,0,-1,-15,-4,1,-8
CC1(C(=O)Nc2cccc(OC(F)(F)F)c2)Cc2c(-c3cccc(C(N)=O)c3)ccnc2O1 (configuration not stated),/,/,-5,6,1,17,1,15
COc1ccc(-c2nc3ccccc3n(CC(C)C)c2=O)cc1,/,/,10,-4,-7,-27,/,-2
O=C(c1ccccc1F)N1CCCC(C(=O)N2CCN(c3ccccc3)CC2)C1 (configuration not stated),/,/,-4,0,-3,12,/,1
COc1cccc(/C=C/C(=O)OCC(=O)NCc2ccco2)c1,-12,/,/,/,-10,-31,-6,-6
O=C(Oc1cc(Cl)ccc1Cl)C1=CC=CN2CCS(=O)(=O)N=C12,-10,4,0,0,14,5,4,-4
O=C1CN(C(=O)COC(=O)CCCOc2ccccc2)c2ccccc2N1,9,/,-10,1,-25,10,2,-2
N#C/C(=N\Nc1ccccc1)C(=N)N1CCCCCC1,/,0,-71,7,-77,-195,/,-13
C/C=C/c1ccc([C@@H]2[C@H](CO)N(C(=O)NCCC)[C@H]2CNC(=O)C2CC2)cc1,0[16.7 µM],-13,5,/,-2,3,0,/
N#C[C@H]1[C@@H](c2ccccc2C2=CCCCC2)[C@@H](CO)N1S(=O)(=O)c1cccc(F)c1,/,-11,-6,-1,12,/,/,-2
COC(=O)C(Sc1nc(C)cc(C)c1C#N)c1ccccc1 (configuration not stated),-2,0,/,/,-2,/,19,/
CC(=O)Nc1ccc(N(CC(O)Cn2c3ccccc3c3ccccc32)S(=O)(=O)c2ccc(C)cc2)cc1 (configuration not stated),-4,/,6,0,33,31,0,6
O=C(C1CC1)N1[C@H](CO)[C@H]2c3ccccc3N(S(=O)(=O)c3ccc(F)cc3)C[C@H]21,17[16.7 µM],-13,3,-2,17,-3,-4,/

# Pulled one by one from above (3):
SMILES,miR122 inh,PGC1a acetyl inh,EWS-Fli block,Casp6 inh,LGR2 inh,PAX8 reporter,Cneo AK release,FN deposition inh
O=C(C1CC1)N1[C@H](CO)[C@H]2c3ccccc3N(S(=O)(=O)c3ccc(F)cc3)C[C@H]21,17[16.7 µM],-13,3,-2,17,-3,-4,/
O=C(Oc1cc(Cl)ccc1Cl)C1=CC=CN2CCS(=O)(=O)N=C12,-10,4,0,0,14,5,4,-4
N#C/C(=N\Nc1ccccc1)C(=N)N1CCCCCC1,/,0,-71,7,-77,-195,/,-13

# More entries follow.
SMILES,miR122 inh,PGC1a acetyl inh,EWS-Fli block,Casp6 inh,LGR2 inh,PAX8 reporter,Cneo AK release,FN deposition inh
O=C(NC1CC1)c1c(O)c2ccccc2[nH]c1=O,-8,21,-42,45*,-1,-64,-2,0
CNC(=O)c1ccc(NC(=O)c2cc(S(=O)(=O)N3CCOCC3)ccc2N2CCCC2)cc1,0,10,1,3,-4,-11,1,-2
COc1ccccc1N1C(=O)c2ccc(C(=O)Nc3ccc(F)cc3)cc2C1=O,-1,/,-1,0,18,-26,5,6
O=C(OCCCN=C1NS(=O)(=O)c2ccccc21)c1ccccc1F,11,2,/,/,/,-14,3,/
C[C@@H]1CN([C@@H](C)CO)C(=O)c2cc(NC(=O)Nc3ccccc3)ccc2O[C@@H]1CN(C)Cc1ccc2c(c1)OCO2,2[16.7 µM],-12,7,54*,-20,10,-1,/
C[C@@H]1CN([C@@H](C)CO)C(=O)c2cc(C3=CCCCC3)cnc2O[C@@H]1CN(C)C(=O)c1cccnc1,/,-4,-2,-2,6,/,-14,-4
O=C(O)c1n[nH]c2c1CCCC2,3,-1,/,/,1,/,0,/
Cc1cccc(C)c1NC(=O)CN(C)CC(=O)N1CC(=O)Nc2ccccc21,-2,4,4,0,12,/,/,1
COc1ccccc1OCCC(=O)OCC(=O)NC(C)c1ccccc1 (configuration not stated),-1,13,-2,1,-19,6,/,4
COC(=O)C1=C(NC(=O)c2ccccc2C)CCS1,3,/,1,-4,-8,-3,/,-2
CCOc1ccc(NS(=O)(=O)c2ccc3c(c2)oc(=O)n3C)cc1,17,?,/,/,/,11,-2,14
CN1CC(c2ccc(Cl)c(Cl)c2)[C@@]2(COc3ccccc3C2=O)[C@@]12C(=O)Nc1ccccc12 (some centres not stated),34,-7,/,/,/,/,1,1
CC(=O)C1=CCC(c2ccccc2)N(S(=O)(=O)c2ccc(Cl)cc2)C1 (configuration not stated),23,0,-9,-2,6,-4,-2,-5
CN(C)S(=O)(=O)c1ccc(Cl)c(C(=O)OCC(=O)NC(=O)c2cccn2C)c1,/,/,15,3,13,2,/,6
COc1ccccc1N(C)S(=O)(=O)c1ccc(C(=O)NC(C)(C)C)cc1,-2,-33,/,/,/,/,1,4
C=CC[C@H](CC(=O)N(CCO)Cc1ccccc1)C(=O)NC[C@H](OC(=O)[C@@H](CC=C)CC(=O)OC(C)(C)C)c1ccccc1,-11,-23,5,3,9,34,-5,-3
COCCNC(=O)C[C@@H]1C[C@@H]2c3cc(NC(=O)CN(C)C)ccc3O[C@@H]2[C@H](CO)O1,-4[16.7 µM],-2,-7,10,3,-10,3,-3
CCCCn1c(N)c(N(CCOC)C(=O)c2cc(-c3ccc(OC)c(OC)c3)nc3ccccc23)c(=O)[nH]c1=O,/,/,3,-3,-5,3,0,5
CC(=O)N[C@H]1CC[C@@H](CCNC(=O)C2CC2)O[C@H]1CO,0[16.7 µM],7,2,-1,4,1,6,6
C[C@H](CO)N1C[C@H](C)[C@H](CN(C)S(=O)(=O)c2ccc(Cl)cc2)Oc2ccc(NC(=O)Cn3cnnn3)cc2CC1=O,4[16.7 µM],13,-2,-1,-7,2,2,7
O=C(C[C@H]1C[C@@H]2c3cc(NC(=O)NC4CCCCC4)ccc3O[C@@H]2[C@H](CO)O1)NCc1ccccc1,-10[16.7 µM],2,1,-1,-6,5,2,6
